# p97 inhibitor – inhibitors of human p97 ATPase; recombinant p97 ATPase, Kinase-Glo ATP luminescence, 3 h; inhibition, % at 8 µM; hit rate 0.42% among 220,000; in the data active = inhibition above about 15%;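 also: 0% = DMSO vehicle and 100% = wells lacking enzyme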
# NPY-Y1 PAM-ag – human NPY-Y1 potentiation or agonism, primary screen; P25929; NPY-Y1 expressing cells, potentiator/agonist activation; activation, % at 3.6 µM; hit rate 0.37% among 220,000; AID 1304; in the data active = activation above about 33%, passing the limit was not always enough;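 also: cells stimulated with NPY at EC10 then isoproterenol at EC100; 0% = low agonist plus stimulus and 100% = saturating agonist plus stimulus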
# RBBP9 inhibitor – inhibitors of human serine hydrolase RBBP9 | O75884 | recombinant RBBP9, FP-Rh probe fluorescence polarization | inhibition, % at 7.94 µM | hit rate 0.2% among 220,000 | AID 1515;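 active = inhibition above the campaign mean of all tested compounds plus 3 SD, cut at about 14% in these data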;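 also: plate controls were DMSO wells with RBBP9 for no effect and wells lacking RBBP9 protein for full effect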
# Target sequence (O75884 whole entry, looked up): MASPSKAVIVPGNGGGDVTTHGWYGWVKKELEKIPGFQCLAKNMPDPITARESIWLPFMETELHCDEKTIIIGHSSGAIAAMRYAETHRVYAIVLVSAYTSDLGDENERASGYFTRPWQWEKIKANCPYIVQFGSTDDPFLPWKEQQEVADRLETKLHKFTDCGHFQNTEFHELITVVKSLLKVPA
#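 Test system – recombinant human RBBP9 · Input – RBBP9 2.5 µM in dispensing solution, pre-mixing · Medium – Tris buffer pH 8.0, NaCl, Pluronic · Schedule – preincubation 30 min plus labeling 45 min at 25 °C · Measured by – fluorescence polarization · Measure – % inhibition · Controls – DMSO and no-protein wells · Replicates – one well per compound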
# Runt-SMMHC FRET – blocks binding of human RUNX1 Runt domain to CBFb-SMMHC; Q01196+Q13951; Cerulean-Runt/Venus-CBFb-SMMHC FRET ratio 530/480, 1 h; inhibition, % at 20 µM; hit rate 0.74% among 220,000;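 active = mean inhibition across duplicate retests at 20 µM reaching about 50%, limit read from the data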;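 also: 0% = DMSO wells and 100% = wells with excess untagged CBFb-SMMHC; inhibitors lower the FRET ratio by blocking Runt binding to CBFb-SMMHC; some results filed as inactive read as strong as hits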
# MDM2 E3 inh – inhibitors of human Mdm2 E3 ubiquitin ligase; Q00987; cell-based MDM2 ubiquitination luciferase reporter, 2 h; 0 = plate control, 100 = twice control, blank-subtracted; signal enhancement, % at 5 µM; hit rate 0.11% among 210,000; AID 1230;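 active = signal enhancement of 30% or more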;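 also: luminescence tracks abundance of the self-degrading MDM2-luciferase fusion protein; higher signal means inhibition of MDM2 E3 ligase activity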
#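 test system = mammalian cells stably expressing self-ubiquitinating, self-degrading MDM2 E3–luciferase fusion | quantity = 2000 cells/well | incubation = cell settling 4 h, compound treatment 2 h, both 37 °C | signal = luminescence with SteadyLite reagent, 15 min at room temperature | evaluation = % enhancement relative to plate controls after blank subtraction | benchmarks = plate controls and plate blanks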
# Runt-CBFb FRET – Runt domain-CBFb interaction inhibition; Q01196+Q13951; Cerulean-Runt/Venus-CBFb FRET ratio 530/480, 1 h; inhibition, % at 20 µM; hit rate 0.46% among 220,000; AID 1496;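 active = inhibition over about 50% at 20 µM in the single-dose screen, limit read from the data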;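 also: 0% = DMSO wells and 100% = excess unlabeled CBFb competitor control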
#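 Schedule: protein complex preformed 1 h, compound exposure 1 h, room temperature, dark; test system: Cerulean-labeled Runt domain protein; amount: 100 nM per protein; buffer or medium: Tris 50 mM pH 7.5, KCl, K2SO4, 0.01% BSA; read-out: loss of energy transfer signal; detection: FRET fluorescence; controls: 5 µM unlabeled CBFb as full-inhibition high control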
# Hck-Nef inh – blocks Nef-activated human Hck kinase; AID 463187; P08631; hit rate 0.68% among 220,000; inhibition, % at 20 µM; Recombinant Hck-YEEI plus Nef, Z-Lyte FRET kinase assay;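 active = Hck-Nef kinase inhibition above about 50%, limit read from the data; inactive = inhibition below that limit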;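 also: 0% = DMSO with Hck plus Nef and 100% = Hck alone without Nef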
# Target sequence (P08631 whole entry, looked up): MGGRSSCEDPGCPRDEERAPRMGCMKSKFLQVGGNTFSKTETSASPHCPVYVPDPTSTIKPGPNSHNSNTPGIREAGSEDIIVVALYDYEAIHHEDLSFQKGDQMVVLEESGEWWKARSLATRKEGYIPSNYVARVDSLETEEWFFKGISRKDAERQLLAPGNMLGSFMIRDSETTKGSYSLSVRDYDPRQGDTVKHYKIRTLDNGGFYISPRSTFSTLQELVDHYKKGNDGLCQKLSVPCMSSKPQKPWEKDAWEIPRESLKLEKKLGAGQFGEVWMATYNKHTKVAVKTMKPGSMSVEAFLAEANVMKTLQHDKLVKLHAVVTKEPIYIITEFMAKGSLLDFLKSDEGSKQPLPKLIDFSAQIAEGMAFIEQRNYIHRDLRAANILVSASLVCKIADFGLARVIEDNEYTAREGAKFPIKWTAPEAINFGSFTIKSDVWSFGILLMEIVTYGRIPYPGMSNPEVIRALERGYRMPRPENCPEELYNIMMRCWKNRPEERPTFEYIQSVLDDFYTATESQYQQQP
# NPY-Y1 antag – antagonists of human neuropeptide Y receptor Y1 | HEK293-CNG Y1 cells, membrane potential fluorescence; NPY at EC95, then isoproterenol | inhibition, % at 3.6 µM | hit rate 1% among 200,000 | AID 1040;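 active = inhibition above the campaign mean inhibition of all tested compounds plus 3 SD, cut at about 20% in these data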;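 also: 0% = DMSO wells given NPY plus isoproterenol and 100% = isoproterenol alone without NPY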
#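 Assay system: HEK293 cells with Y1 receptor plus CNG channel | Probe or stimulus: NPY (25 nM), isoproterenol (1 µM), Ro 20-1724 (25 µM) | Timing: Compound incubation 1 h at room temperature, readout 45 min post-stimulation | Measured by: Membrane-potential fluorescent dye readout | Benchmarks: High control isoproterenol alone, low control NPY with isoproterenol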
# NPY-Y2 PAM-ag – human NPY-Y2 potentiation or agonism, primary screen; cells expressing NPY-Y2, potentiator/agonist read-out; activation, % at 3.6 µM; hit rate 0.45% among 220,000; AID 1359; in the data active = activation above about 27%;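 also: cells stimulated with NPY near EC25 plus isoproterenol at EC100; 0% = vehicle plus submaximal agonist and 100% = vehicle plus saturating agonist; some results beyond the cut were filed as inactive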
# * marks the source's active call; other numbers are inactive results; · = no result given.
SMILES,p97 inhibitor,NPY-Y1 PAM-ag,RBBP9 inhibitor,Runt-SMMHC FRET,MDM2 E3 inh,Runt-CBFb FRET,Hck-Nef inh,NPY-Y1 antag,NPY-Y2 PAM-ag
CCOC(=O)Cc1nn(Cc2nc(-c3ccc(C)cc3)cs2)c(=O)c2ccccc12,4,9,0,-10,-17,-6,3,·,9
Cc1ccc(SC[C@H](CC(C)C)N2CCN(CCc3ccccc3)CCC2=O)cc1,·,·,·,-4,-3,-7,14,·,·
COc1ccc(Cl)cc1NC(=O)NC(C)C(C)(C)C (centres undefined),1,-12,4,-1,-13,0,3,-4,-6
O=C1Nc2ccc(Cl)cc2[C@@](C#CC2CC2)(C(F)(F)F)O1,-2,30,-4,-3,·,0,·,-9,20
Cc1ccc(-n2[nH]c(=O)c3cccnc32)cc1,5,-5,-1,0,-17,0,1,3,14
O=C(Nc1cc(C(F)(F)F)ccc1N1CCCCC1)c1ccc(Br)o1,1,-18,-8,-149,-7,-4,-1,9,4
CCc1nnc(NC(=O)C2CCCN(c3nc4ccccc4s3)C2)s1 (centres undefined),-3,-38,-9,0,22,0,0,12,-2
Cc1ccc2c(c1)nnn2C1CCN(CC(=O)N2c3ccccc3CC2C)CC1 (centres undefined),-4,-7,-7,-6,-1,1,1,-11,-14
O=C(Cn1c(=O)n(Cc2ccco2)c(=O)c2c3c(sc21)CCCC3)Nc1ccccc1,3,-18,-34,9,-3,13,7,-1,2
CCOC(=O)C(C(C)=O)c1nc(C)nc2c1nnn2Cc1ccccc1Cl (centres undefined),-2,-14,-4,-4,·,0,16,10,-15
CCC(=O)Nc1cc(NC(=O)CSc2ncc(-c3ccc(F)cc3)n2Cc2ccco2)ccc1C,3,12,-2,4,-28,1,2,7,10
O=C1C(O)CC2c3ccccc3CC3(CCCC3)N12 (centres undefined),4,-12,-4,2,0,58*,3,4,10
C=CCN1C(=O)/C(=C\c2ccc(C)cc2)N=C1SCC(=O)NCCC,1,5,-2,-1,-7,-2,1,-1,4
COC(=O)c1sccc1NC(=O)CSc1ccccc1NC(=O)CNC(C)C,-4,-15,-12,0,-6,-2,2,1,-8
COc1ccc(Cn2cc(C(=O)c3ccccc3)c(=O)c3cc(OC)ccc32)cc1,5,-12,-12,2,·,-3,-5,2,17
O=C(c1ccco1)N1CCN(C(=O)c2cc3c(=O)oc4ccccc4c3s2)CC1,-2,2,0,-2,9,-3,3,5,-1
CC(=O)c1ccc(OC2OCCOC2Oc2ccc(C(C)=O)cc2)cc1 (centres undefined),-1,-8,-9,2,8,1,-11,0,0
CCn1c(SCc2ccc(C(=O)OC)o2)nnc1-c1c[nH]c2ccccc12,-7,-1,-7,2,-6,1,0,-4,12
O=C(NN1C(=O)c2ccc(-c3ccc4c(c3)C(=O)N(NC(=O)c3cccnc3)C4=O)cc2C1=O)c1cccnc1,-1,-2,-4,-6,-42,-2,11,3,-13
CCOC(=O)c1sc2nc(N3CCOCC3)c3c(c2c1N)CCCC3,7,-3,1,-6,8,-5,0,-6,3
Cc1[nH]c2ccccc2c1CCN(Cc1cccnc1)C(=S)Nc1ccc(F)cc1,2,26,-6,1,-4,-1,13,-4,2
CCCCNC(=O)C1CCCN1C(=O)NC1CCCCC1 (centres undefined),1,-17,-5,-2,-7,-1,-4,0,-11
COCCCN1C(=O)C(=O)/C(=C(/O)c2ccc(OC)cc2)C12C(=O)N(C)c1ccccc12 (centres undefined),-2,-2,-12,0,-3,3,-32,9,0
O=C(CNC(=S)NC(=O)c1ccccc1)c1ccccc1,2,-5,-10,3,-4,0,1,8,-9
CC1CC(C)CN(C(=O)CCNS(=O)(=O)c2cccs2)C1 (centres undefined),-3,-12,-9,1,-2,-6,3,6,-20

# Ordered by value in MDM2 E3 inh (falling): 3 from the list above
compound	MDM2 E3 inh
CC1CC(C)CN(C(=O)CCNS(=O)(=O)c2cccs2)C1 (centres undefined)	-2
C=CCN1C(=O)/C(=C\c2ccc(C)cc2)N=C1SCC(=O)NCCC	-7
Cc1ccc(-n2[nH]c(=O)c3cccnc32)cc1	-17

# Continuation:
SMILES,p97 inhibitor,NPY-Y1 PAM-ag,RBBP9 inhibitor,Runt-SMMHC FRET,MDM2 E3 inh,Runt-CBFb FRET,Hck-Nef inh,NPY-Y1 antag,NPY-Y2 PAM-ag
COC(CNC(=O)CC1C(=O)N(Cc2ccccc2)C(C)c2nc3ccccc3n21)OC (centres undefined),0,5,-4,-2,-31,-1,25,1,4
CCN(CC)C(=O)Cc1c(O)c2ccccc2[nH]c1=O,5,1,-1,0,-2,0,56*,·,-7
O=C(CN1C(=O)COc2ccc(S(=O)(=O)N3CCCC3)cc21)NC1CC1,0,-1,-3,-6,-18,2,1,·,-24
CCOc1ccccc1NC(=S)Nc1ccc(S(N)(=O)=O)cc1,5,-16,-3,6,-17,2,5,0,-2
COc1ccc(OCCC(=O)NC2CCCCC2)cc1,-1,-1,-2,-2,-9,-2,0,0,-7
Cc1nnc2ccc(N3CCN(c4cccc(C(F)(F)F)c4)CC3)nn12,-4,3,-7,-4,-14,2,-5,0,5
Cc1cc(NC(=O)c2ccc(S(=O)(=O)N(C)CC3CCCO3)cc2)no1 (centres undefined),3,13,5,-3,-25,-1,22,-1,10
Cc1ccc2[nH]c(=O)c3cc(C(=O)N4CCN(C(=O)c5ccco5)CC4)sc3c2c1,-4,-18,-11,9,-3,9,2,6,-1
CC(C)CC1(C)NC(=O)N(CC(=O)Nc2ccc3c(c2)CCC3)C1=O (centres undefined),0,-10,-1,0,-7,-1,-1,1,-5
CCOC(=O)c1ccc(NC(=O)CSc2nccn2C)cc1,1,-1,6,4,-37,4,8,5,-10
C=C1CCN([C@H](C(=O)NCc2ccc(Cl)c(Cl)c2)C(C)C)S(=O)(=O)c2ccccc21,·,·,·,2,7,0,30,·,·
CCn1c(C)nc2cc(C(=O)N/N=C/c3ccccc3)ccc21,3,1,-11,-3,-11,0,18,8,-12
O=C1C2C(C(=O)N1CC1CCCO1)C1C=CC2C12CC2 (centres undefined),6,20,8,1,-5,-1,2,-4,2
O=C(Cn1cncn1)N/N=C/c1ccncc1,-1,-2,-9,-3,-3,1,19,·,8
COc1ccc2cc(C3(C)NC(=O)N(CC(=O)Nc4c(C)n(C)n(-c5ccccc5)c4=O)C3=O)ccc2c1 (centres undefined),5,29,0,2,-19,1,2,5,-1
Cc1cc(C)c2c(c1)/C(=c1/sc3n(c1=O)CN(c1ccccc1)CN=3)C(=O)N2,4,33,-5,0,-2,-2,54*,·,10
O=C(CCCl)N(Cc1nc2ccccc2c(=O)[nH]1)Cc1cccs1,5,4,-7,-1,-1,1,15,-4,2
Cn1c(Cc2ccccc2)nnc1SCC(=O)c1cccs1,2,-5,6,2,-5,3,4,1,-1
CCn1cc(C(=O)NCCCN2CCCCCC2)c(=O)c2cc(S(=O)(=O)N3CCc4ccccc4C3)ccc21,-4,-10,-7,-4,-5,3,30,-3,-21
CCNC(=O)C12CCC(C)(C(=O)C1Br)C2(C)C (centres undefined),6,15,-5,-2,-10,-2,4,5,8
CCc1cccc(C)c1NC(=O)CN1C(=O)NC(Cc2ccccc2)C1=O (centres undefined),-3,-6,4,-3,-34,0,-1,-1,-8
CCC1Oc2ccccc2N(CC(=O)NCCCN2CCC(C)CC2)C1=O (centres undefined),8,7,-1,-3,-1,0,-4,0,2
CCn1c(/C=C/Nc2ccccc2)[n+](CC)c2ccc(Cl)cc21,0,-6,-5,10,2,-4,3,4,0
CC1Cc2ccccc2N1C(=O)CSc1nnc(Cc2ccccc2)n1CCc1ccccc1 (centres undefined),-2,0,-10,-1,-7,-4,-1,4,-9
CCCOc1ccc(/C(O)=C2/C(=O)C(=O)N(CCCn3ccnc3)C2c2ccco2)cc1 (centres undefined),3,-4,-1,2,-34,-2,-1,-2,13

# Structures shown so far with a furan ring, fused or not (seven):
SMILES,p97 inhibitor,NPY-Y1 PAM-ag,RBBP9 inhibitor,Runt-SMMHC FRET,MDM2 E3 inh,Runt-CBFb FRET,Hck-Nef inh,NPY-Y1 antag,NPY-Y2 PAM-ag
O=C(Nc1cc(C(F)(F)F)ccc1N1CCCCC1)c1ccc(Br)o1,1,-18,-8,-149,-7,-4,-1,9,4
O=C(Cn1c(=O)n(Cc2ccco2)c(=O)c2c3c(sc21)CCCC3)Nc1ccccc1,3,-18,-34,9,-3,13,7,-1,2
CCC(=O)Nc1cc(NC(=O)CSc2ncc(-c3ccc(F)cc3)n2Cc2ccco2)ccc1C,3,12,-2,4,-28,1,2,7,10
O=C(c1ccco1)N1CCN(C(=O)c2cc3c(=O)oc4ccccc4c3s2)CC1,-2,2,0,-2,9,-3,3,5,-1
CCn1c(SCc2ccc(C(=O)OC)o2)nnc1-c1c[nH]c2ccccc12,-7,-1,-7,2,-6,1,0,-4,12
Cc1ccc2[nH]c(=O)c3cc(C(=O)N4CCN(C(=O)c5ccco5)CC4)sc3c2c1,-4,-18,-11,9,-3,9,2,6,-1
CCCOc1ccc(/C(O)=C2/C(=O)C(=O)N(CCCn3ccnc3)C2c2ccco2)cc1 (centres undefined),3,-4,-1,2,-34,-2,-1,-2,13

# Screening results as filed in PubChem BioAssay.
